Screens from PubChem.
Pf growth 96h: inhibits malaria parasite growth, 96 h; AID 504834; Potency, µM (titrated, usually from 28.7 µM), without a hit: top-dose activity change, negative = inhibition, usual class: inhibitors; P. falciparum luciferase reporter growth, 96 h; 6.9% of 320,000 active; further: potency means the concentration at half of the fitted maximal effect; on the % scale 0 is the no-effect control and ±100 the full control effect
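Two-generation exposure (96 h) targets delayed-death phenotype. Reporter parasites carrying integrated firefly luciferase, in red cells at 2% hematocrit and 0.05% parasitemia final, kept at 37 C, 5% CO2; luminescence loss indicates inhibition.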
TbPYK inhibitor: T. brucei pyruvate kinase inhibition; Q57TT1; Potency, µM (doses to about 76.8 µM), for inactives: at the highest dose activity, negative = inhibition, actives largely listed as inhibitors; TbPYK enzyme, Kinase-Glo Plus ATP luminescence, 45 min; AID 624173; 0.12% of 410,000 active; further: potency means the concentration at half of the fitted maximal effect; on the % scale 0 is the no-effect control and ±100 the full control effect; nearly all actives have a fitted effect of over 50% in size
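ADP (130 uM final) triggers the TbPYK reaction after compound addition; incubation is 45 min at room temperature. Kinase-Glo Plus is then added and luminescence imaged. Normalized data are fitted to concentration-effect curves.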
HCV inhibitor: HCV inhibition | Huh7.5.1 HCVcc-Cre infection, luciferase reporter, 44 h | Potency, µM (doses to about 41.8 µM), inactives show at the highest dose activity change, negative = inhibition, actives largely listed as inhibitors | 3.4% of 340,000 active; further: potency means the concentration at half of the fitted maximal effect; on the % scale 0 is the no-effect control and ±100 the full control effect
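Infectious HCV cell culture screen: compound-treated cells (1,000/well, pre-plated 4 h) are infected with HCVcc-Cre at roughly 0.5 moi and grown 44 h. Infection is quantified by luciferase signal after 15 min substrate incubation at room temperature.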
CHX counter: counter-screen hit for Shiga toxin inhibitors, cycloheximide; cell reporter, cycloheximide protein synthesis inhibition counterscreen; max response, %; 12% of 300,000 active; AID 2314; in the data active means max response mostly above about 13%, no sharp cut-off; inactive means mostly below about 14%; further: read at 38.3 µM for the half of the compounds with a filed dose; 0% is about no effect
Shiga toxin inh: Shiga toxin inhibition. 9.2% of 290,000 active. Vero cells, Shiga toxin protein synthesis inhibition reporter. inhibition, % at 38.7 µM; in the data active means inhibition mostly above about 28%, no sharp cut-off; inactive means mostly below about 43%; further: 0% is about no effect
Pf growth 48h: inhibits P. falciparum growth in the first generation, 48 h | P. falciparum luciferase growth in erythrocytes, 48 h | Potency, µM (titrated, usually from 28.7 µM), inactives show at the highest dose activity change, negative = inhibition, actives largely listed as inhibitors | 5.9% of 310,000 active; further: potency means the concentration at half of the fitted maximal effect; on the % scale 0 is the no-effect control and ±100 the full control effect
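A one-generation exposure of luciferase-tagged malaria parasites in RPMI 1640/Albumax erythrocyte culture, 37 C and 5% CO2. Inhibition is inferred from decreased luminescence after adding detection reagent.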
LmPK inh: blocks Leishmania mexicana pyruvate kinase activity. Q27686. purified LmPK, Kinase-Glo ATP luminescence, 1 h. Potency, µM (highest dose often 57.5 µM), for the others: top-dose activity change, negative = inhibition, actives largely listed as inhibitors. 0.37% of 290,000 active; further: potency means the concentration at half of the fitted maximal effect; on the % scale 0 is the no-effect control and ±100 the full control effect
Target sequence (Q27686 whole entry, looked up): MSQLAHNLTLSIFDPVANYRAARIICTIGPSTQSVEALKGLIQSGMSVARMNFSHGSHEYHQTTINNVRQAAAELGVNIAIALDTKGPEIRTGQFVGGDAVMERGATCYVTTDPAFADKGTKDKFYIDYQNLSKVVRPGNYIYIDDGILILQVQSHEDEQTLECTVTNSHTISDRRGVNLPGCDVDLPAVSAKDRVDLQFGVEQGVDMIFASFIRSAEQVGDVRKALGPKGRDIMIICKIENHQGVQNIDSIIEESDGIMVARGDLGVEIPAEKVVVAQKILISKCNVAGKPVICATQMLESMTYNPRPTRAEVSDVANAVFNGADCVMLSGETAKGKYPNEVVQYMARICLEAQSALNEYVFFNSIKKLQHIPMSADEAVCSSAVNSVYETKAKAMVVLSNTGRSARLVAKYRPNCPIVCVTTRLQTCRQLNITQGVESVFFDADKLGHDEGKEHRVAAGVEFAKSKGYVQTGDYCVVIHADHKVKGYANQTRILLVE
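Pyruvate kinase activity monitored as ATP production (luciferase luminescence). Conditions: 0.1 nM enzyme, 0.5 mM PEP, 0.1 mM ADP, 1 h, RT; normalized against uninhibited and no-enzyme wells.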
* marks the source's active call; other numbers are inactive results; i = inactive; ? = inconclusive; · = not tested or not shown; [ ] = another dose, or the depositor's remark. Unless noted, the call rests on the fitted dose curve; in most records, active means well fitted curve in the direction sought with a large enough effect; inconclusive means small, poorly fitted or top-dose-only effect, or another doubt; inactive means no such curve, though single readings can be large; an effect the other way counts as inactive or inconclusive. Outcome played no part in choosing rows (roughly 24% active in at least one column).

Structure	Pf growth 96h	TbPYK inhibitor	HCV inhibitor	CHX counter	Shiga toxin inh	Pf growth 48h	LmPK inh
CCOC(=O)N1CCN(S(=O)(=O)c2ccc(C(=O)N(CCN(C)C)c3nc4ccc(CC)cc4s3)cc2)CC1	?	0%	1%	23*	24	10%	-2%
Cc1ccc(Nc2nc(N)nc(CN3CCN(Cc4ccccc4)CC3)n2)cc1Cl	?	2%	-24%	-4	2	6%	6%
O=C1NCCCC1C(=O)N1CCCCC1 (stereo unspecified)	42%[activator]	6%	3%	1	-9	0%	-1%
COc1ccc(OCc2cc(C(=O)NC(C)c3cnn(C)c3)no2)c(Cl)c1 (stereo unspecified)	1%	2%	-25%	38*	47*	-3%	2%
O=S(=O)(Nc1cnc2ccccc2c1)N1CCCCCC1	·	0%	-30%	8	16	5%	3%
COc1cccc(N2CCN(CC(=O)Nc3ccnn3C3CCCC3)CC2)c1	-14%	-1%	10µM*	·	·	?	·
O=C(NNS(=O)(=O)c1ccc2ccccc2c1)c1cccs1	?	-1%	-10%	2	-11	15%	0%
CS(=O)(=O)N(CC(=O)Nc1ccc(S(=O)(=O)N2CCOCC2)cc1)c1ccccc1Br	?	2%	15%	-4	9	-23%	-4%
COc1ccc(C2CC(=O)Oc3cc4c(cc32)OCO4)cc1 (stereo unspecified)	·	1%	2%[8.37 µM]	1	i	·	·
CN(C)C(CNC(=O)c1cccc(NS(=O)(=O)c2ccc(Br)cc2)c1)c1ccco1 (stereo unspecified)	21%	-4%	1%	·	·	?	·
Cn1/c(=N\NC(=O)C2CCCCC2)sc2ccccc21	43%[activator]	-1%	17%	37*	56*	47%[activator]	-2%
CCCc1[nH][nH]c(=O)c1C(c1cccc(Cl)c1)C(C#N)C#N (stereo unspecified)	?	-2%	17%	-4	-15	·	-13%
COc1ccc(OCCN2C(=O)c3ccccc3C2=O)cc1	30%[activator]	5%	-3%	29*	90*	57%[activator]	-18%
CC(C)Oc1ccc(CNCCC2(C(C)C)CCOC(C)(C)C2)cc1 (stereo unspecified)	?	-3%	?	-4	-24	·	3%
CNC(=O)c1c(NC(=O)c2ccc(S(=O)(=O)N3CCCCC3C)cc2)sc2c1CCN(C)C2 (stereo unspecified)	10µM*	0%	-15%	-4	-5	?	-1%

Look-ups from above.
Result of COc1ccc(OCCN2C(=O)c3ccccc3C2=O)cc1 under LmPK inh: -18%
Result of COc1ccc(C2CC(=O)Oc3cc4c(cc32)OCO4)cc1 (stereo unspecified) under TbPYK inhibitor: 1%
Result of Cn1/c(=N\NC(=O)C2CCCCC2)sc2ccccc21 under CHX counter: 37*

Next part:
Structure	Pf growth 96h	TbPYK inhibitor	HCV inhibitor	CHX counter	Shiga toxin inh	Pf growth 48h	LmPK inh
COc1ccc(C(=O)n2nc(-c3ccco3)nc2N)cc1	28%	-5%	11%	2	4	-23%	-1%
CC1CCCCN1C(=O)CSc1nc(N)cc(=O)[nH]1 (stereo unspecified)	·	-4%	2%	1	-20	33%[activator]	-2%
COc1ccc(NC(=O)C(=O)c2cn(CC(=O)N3CCCC3)c3ccccc23)c(OC)c1	17%	-2%	-18%	-1	35	7%	2%
CCN(CC)CCn1c2c(c(SCC(=O)Nc3nc4ccccc4s3)nc1=O)CCC2	?	5%	?	·	·	?	·
CC(=O)N1CCN(C(=O)c2cc(S(=O)(=O)NCc3ccccc3)ccc2C)CC1	24%	0%	1%	-1	-29	11%	-12%
O=C(NC(=S)NC(CO)c1ccccc1)c1ccc(F)cc1 (stereo unspecified)	0%	4%	9%	1	-4	1%	8%
Cc1cc(C=O)c(C)n1-c1ccc(N2CCCC2)c([N+](=O)[O-])c1	?	4%	13%	-3	0	?	-2%
CC1(C)C2CCC1(CS(=O)(=O)NCc1ccc(Cl)cc1Cl)C(=O)C2 (stereo unspecified)	1%	0%	4%	-3	-4	8%	-2%
CCOC(=O)c1nnn(-c2nonc2OC)c1-c1ccccc1	-2%	6%	-5%	-2	17	12%	1%
COc1ccc(CN2CCN(C(=O)c3ccc(S(=O)(=O)NCc4ccco4)cc3)CC2)cc1F	-29%	-4%	?	·	·	?	·
CCN1CCCC1CNC(=O)c1ccc(N2CCOCC2)c(NS(=O)(=O)c2ccc(OC)cc2)c1 (stereo unspecified)	16%	-1%	5%	-2	-5	-19%	3%
Cc1onc(-c2c(F)cccc2Cl)c1C(=O)NC(=S)NC1CCSC1=O (stereo unspecified)	-7%	-22%	0%	-3	-3	-7%	1%
COc1cnn(Cc2ccccc2)c(=O)c1SCc1ccccc1	-19%	-25%	24%	-4	-4	1%	-7%
CCC(CC)c1nnc(NC(=O)CCc2ccccc2)s1	-58%	-5%	14%	-2	-3	23%	-3%
CCCCNC(=O)CSc1nc(N)c(C(=O)Nc2ccc(OC)cc2)s1	27%	-3%	2%	30*	28*	54%[activator]	-6%
Cc1cc(Cl)ccc1OCC(=O)Nc1cccnc1	8%	-9%	?	38*	61*	48%[activator]	0%
CCOC(=O)c1[nH]c2cc(OC)c(OC)cc2c1NC(=O)CN1CCN(C)CC1	?	·	6%	2	-9	-7%	0%
O=C(Cc1c[nH]c2ccccc12)N[C@@H](Cc1c[nH]c2ccccc12)C(=O)O	18%	4%	10%	-3	-11	45%	2%
CCOc1ccc(Nc2nc(Nc3ccc(O)cc3)nc(C)c2[N+](=O)[O-])cc1	?	2%	?	-1	26	5%	5%
CC(=O)N1CCN(C(=O)c2cc(S(=O)(=O)N3CCCCC3)ccc2Cl)CC1	13%	1%	8%	·	·	-9%	·
CCCCCCNc1c(C(=O)OCC)c(=O)[nH]c2ccccc12	23%	4%	-30%	17	-11	37%[activator]	1%
CC(NC(=O)COC(=O)/C(=C/c1cccs1)c1cccs1)c1ccccc1 (stereo unspecified)	27%	-1%	?	11	37	?	0%
O=C(NNC(=O)c1cccs1)c1ccc(F)cc1	7%	6%	20%	22*	50*	43%[activator]	-5%
COc1ccccc1OCc1nc(C#N)c(NCCCn2ccnc2)o1	2%	1%	?	10	16	-7%	2%
Cc1nn(-c2ccccc2)c(C)c1C(=O)Nc1ccc(N2CCOCC2)cc1	?	7%	-8%	8	-3	-15%	3%
COc1ccc2oc(=Nc3cc(F)ccc3F)c(C(N)=O)cc2c1	9%	1%	?	6	-9	-10%	14%
CCOC(=O)C1CCN(C(=O)N2CCOCC2)CC1	33%[activator]	2%	8%	-3	-1	4%	1%
O=C(O)c1cc(N2C(=O)C3C4C=CC(C4)C3C2=O)ccc1NCc1cccnc1 (stereo unspecified)	?	2%	16%	-1	-5	·	0%
COc1ccc(CC2(CO)CCN(Cc3cccnc3)CC2)cc1	-18%	0%	5%	38*	33	10µM*	7%
Cn1nc(C(F)(F)F)c(C#N)c1N1CCN(c2ccccn2)CC1	-17%	-13%	-17%	0	14	2%	-28%
CNC(=S)N1CCN(c2c(F)cc3c(=O)c(C(=O)O)cn(C4CC4)c3c2OC)CC1C (stereo unspecified)	13µM*	-6%	30%[activator]	-9	-12	·	-1%
CC(C)CCn1c(=O)c2ccccc2n2c(CCC(=O)NC3CCN(Cc4ccccc4)CC3)nnc12	?	0%	?	-3	-13	?	2%
COc1cccc(/C=N/NC(=O)CSc2cccc3cccnc23)c1	?	-6%	?	13	31	-20%	5%
CCS(=O)(=O)c1cccc(C(=O)N2CCN(c3nc4c(C)ccc(Cl)c4s3)CC2)c1	·	-3%	·	9	0	·	·
CCn1cc(C(=O)NCc2ccco2)c2cc(OC)c(OC)cc2c1=O	·	-8%	-5%	21*	-8	16%	-3%
COC(=O)C1=C(C)NC(C)=C(C(=O)OCC2CCCO2)C1c1cccc(Cl)c1 (stereo unspecified)	?	3%	-8%	-2	-26	?	0%
COCCCN(Cc1ccco1)C(=O)c1cc2c(s1)-c1ccc(Cl)cc1S(=O)(=O)C2	?	-18%	-11%	16	-7	3%	-3%
Cc1cccc(/C=C2\CCC(C3CCCC3)C2=O)c1 (stereo unspecified)	14%	6%	43%[activator]	15*	14	33%[activator]	0%
COc1cc(CNc2ncn[nH]2)cc(Br)c1OC	?	0%	·	-3	-5	7%	-4%
O=C(c1ccc(N2CCCC2=O)cc1)N1CCN(c2ccccc2F)CC1	-28%	0%	11%	2	-3	15%	1%
CCCc1nc2oc3ccccc3c(=O)c2c(=O)n1-c1ccc(C)cc1	1%	2%	-10%	36*	66*	26%	2%
COc1ccccc1-c1nc(N)n[nH]1	?	-9%	24%	-1	-4	-24%	1%
N#C/C(=C\c1ccc(O)c(O)c1)S(=O)(=O)c1ccccc1	-12%	-10%	6%	-2	-4	20%	-4%
Clc1ccc2oc3c(Cl)ncnc3c2c1	13%	-1%	?	-2	-8	5%	8%
CCN(CC)c1nc2c(c(=O)[nH]c(=O)n2C)n1CCOc1ccccc1	0.66µM*	-4%	-11%	-3	·	0%	1%
COc1cc(CNCCSc2nnnn2C)cc(Br)c1OCc1ccc(F)cc1	·	-8%	10µM*	-1	13	?	6%
FC(F)(F)c1ccc(-n2cnc3ccccc32)nc1	-24%	-1%	5%	33*	46*	16%	-5%
Nc1nc(C2CC(=O)OC23CCCCC3)cs1 (stereo unspecified)	-24%	-4%	12%	0	1	-3%	1%
N#CCCN(C(=O)COC(=O)C12CC3CC(CC(O)(C3)C1)C2)c1ccc(F)cc1	-25%	10%	14%	·	·	-5%	·
O=C1CN(C(=O)c2ccc(Br)o2)C(c2ccccc2)c2cc(Cl)ccc2N1 (stereo unspecified)	?	2%	?	-1	-12	·	4%
O=C(NCc1nnc(SCC(=O)N2CCN(c3ccccc3)CC2)o1)c1ccco1	0%	4%	1%	-2	-2	-1%	-6%
Cc1ccccc1C(=O)OC(C)CN1CCN(C)CC1 (stereo unspecified)	-1%	3%	-16%	4	-6	29%	5%
CCOC(=O)c1ccc2cccc(C)n2c1=O	18%[5.75 µM]	5%	-23%	19	29	16%	-3%
COC(=O)c1ccccc1NC(=O)CSc1nnnn1C	-14%	3%	-6%	3	-10	21%	2%
Cc1ccc(S(=O)(=O)N2CCN(c3nc4ccccc4nc3-n3nc(C)cc3C)CC2)cc1	17%	-5%	?	8	-22	10µM*	4%
CCc1cccc(CC)c1NC(=O)C1CSC2(C)CCC(=O)N12 (stereo unspecified)	1%	-1%	-8%[8.37 µM]	·	·	-1%	·
Cc1ccc(SCC(=O)NCc2ccco2)cc1	?	-3%	8%	17*	40	?	2%
Cc1cc(C(=O)CS(=O)(=O)c2ccc(Cl)cc2)cc(C)c1O	15%	-9%	11µM*	6	32	-16%	0%
CN(C)CCCCCN(C)Cc1cc2ccccc2o1	-2%	5%	3.2µM*	-1	-4	4.7µM*	0%

Only TbPYK inhibitor and Pf growth 48h (2 entries from above):
| Compound | TbPYK inhibitor | Pf growth 48h |
| --- | --- | --- |
| Cc1ccc(SCC(=O)NCc2ccco2)cc1 | -3% | ? |
| O=C(NCc1nnc(SCC(=O)N2CCN(c3ccccc3)CC2)o1)c1ccco1 | 4% | -1% |
